HCV core dimer = HCV core protein dimerization inhibition; AID 1899; TR-FRET GST/Flag-core106 dimerization, 1536-well; inhibition, % at 5 µM; 0.33% of 300,000 active;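 active means inhibition above the mean of all tested compounds plus 3 SD, set per screening campaign, cut at about 45% in these data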
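System: GST/Flag-tagged HCV core106 proteins. Incubation: compound-protein-antibody incubation 4 h at 22.5 °C. Technique: HTRF with 340 nm excitation, 617/671 nm emission. Medium: KF-containing HEPES buffer, pH 7.45, DTT, CHAPS, BSA. Read-out: inhibition (%) from 671 over 617 nm ratio. Also added: Eu(K)-anti-GST 90 ng/mL plus XL665-anti-Flag 1 µg/mL.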
ZTA DNA inh = counter-screen for EBNA-1 inhibitors: inhibitors of Epstein-Barr virus ZTA | 0.15% of 320,000 active | inhibition, % at 11 µM | ZTA-DNA binding, fluorescence polarization | AID 2234 | P03206; in the data active means inhibition above about 33%
PREPL inh = inhibitors of human prolyl oligopeptidase-like enzyme PREPL; AID 2751; inhibition, % at 5.96 µM; 0.68% of 320,000 active; recombinant PREPL, fluorescence polarization activity-based probe; Q4J6C6; in the data active means inhibition above about 43%;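 further: 0% = enzyme with DMSO and 100% = wells lacking enzyme; many of its hits are not listed in these tables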
Target sequence (Q4J6C6 whole entry, looked up): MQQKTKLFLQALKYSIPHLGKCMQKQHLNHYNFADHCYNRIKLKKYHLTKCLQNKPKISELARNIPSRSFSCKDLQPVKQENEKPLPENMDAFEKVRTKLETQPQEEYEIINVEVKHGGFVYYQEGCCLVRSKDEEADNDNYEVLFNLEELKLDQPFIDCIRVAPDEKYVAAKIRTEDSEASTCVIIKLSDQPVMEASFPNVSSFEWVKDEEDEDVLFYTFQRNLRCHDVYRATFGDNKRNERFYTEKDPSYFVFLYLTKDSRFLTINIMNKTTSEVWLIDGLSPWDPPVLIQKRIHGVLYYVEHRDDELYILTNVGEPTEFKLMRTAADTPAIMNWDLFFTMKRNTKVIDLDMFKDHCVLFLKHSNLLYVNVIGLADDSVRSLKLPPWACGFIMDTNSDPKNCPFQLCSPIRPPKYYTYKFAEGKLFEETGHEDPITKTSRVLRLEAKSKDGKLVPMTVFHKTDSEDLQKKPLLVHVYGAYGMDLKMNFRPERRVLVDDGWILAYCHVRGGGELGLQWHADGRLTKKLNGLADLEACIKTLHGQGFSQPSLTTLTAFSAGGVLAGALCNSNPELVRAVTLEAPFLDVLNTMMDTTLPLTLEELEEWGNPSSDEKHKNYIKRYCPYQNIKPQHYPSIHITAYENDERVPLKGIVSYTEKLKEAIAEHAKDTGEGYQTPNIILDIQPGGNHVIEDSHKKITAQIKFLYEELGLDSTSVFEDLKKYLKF
PP5 inh = PP5 (human) phosphatase inhibition; inhibition, % at 6.7 µM; purified PP5c, OMFP substrate fluorescence; 0.18% of 320,000 active;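 active means inhibition above the campaign's mean inhibition across all tested compounds plus 3 SD, cut at about 9.5% in these data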;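 further: 0% = DMSO only and 100% = 100 µM cantharidin control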
Fh CTSL1 inh = blocks F. hepatica cathepsin L1 in PFM18AAP counter-screen; recombinant F. hepatica cathepsin L1, Z-Leu-Arg-MCA fluorescence; inhibition, % at 5.96 µM; 0.49% of 300,000 active;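 active means inhibition above the mean of all tested compounds plus 3 SD, set per screening campaign, cut at about 17% in these data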;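 further: 0% = plate median of test compound wells and 100% = 1 µM Z-Phe-Ala-diazomethylketone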
TPT1 inh = blocks Candida albicans tRNA 2'-phosphotransferase | recombinant caTPT1, FP RNA substrate dephosphorylation | inhibition, % at 5 µM | 0.81% of 300,000 active | AID 1962;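 active means inhibition above the mean of all tested compounds plus 3 SD, set per screening campaign, cut at about 24% in these data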;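 further: plate controls were DMSO alone for no effect and ferristatin control at 100 nM for full effect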
PP1 inh = PP1-alpha (human) inhibition in PP5 counter-screen; 0.9% of 320,000 active; P62136; purified PP1alpha, OMFP fluorescence; inhibition, % at 6.7 µM;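 active means inhibition above the mean inhibition of all tested compounds plus 3 SD, computed separately for each screening campaign, cut at about 15% in these data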
Target sequence (P62136 whole entry, looked up): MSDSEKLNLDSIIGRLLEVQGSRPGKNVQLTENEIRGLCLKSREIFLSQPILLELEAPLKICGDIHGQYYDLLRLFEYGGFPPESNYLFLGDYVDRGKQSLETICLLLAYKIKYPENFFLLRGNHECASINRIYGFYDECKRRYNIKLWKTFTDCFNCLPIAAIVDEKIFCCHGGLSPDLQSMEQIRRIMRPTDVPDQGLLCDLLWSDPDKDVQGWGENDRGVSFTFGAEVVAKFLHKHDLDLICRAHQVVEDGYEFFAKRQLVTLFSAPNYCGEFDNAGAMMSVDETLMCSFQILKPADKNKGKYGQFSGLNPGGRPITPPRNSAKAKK
Efflux pump inh = antifungal efflux pump inhibition, Nile Red retention; inhibition, % at 10 µM; AID 485275; S. cerevisiae Candida pump triplex; 0.44% of 330,000 active;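 active means plate passing quality check with inhibition over a set limit, or well fluorescence over plate mean plus 4 SD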;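 further: Nile Red retained in pooled yeast measured as flow cytometry median fluorescence; 0% = buffer negative control and 100% = Enniatin B positive control; higher means more Nile Red kept so more efflux inhibition; some compounds called inactive have numbers as strong as hits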
EBNA-1 inh = blocks EBNA-1 binding to DNA | EBNA-1 DNA binding, fluorescence polarization | inhibition, % at 14.8 µM | 0.34% of 300,000 active | AID 1950; in the data active means inhibition above about 28%
Active calls of the source: *; · = no result given. Only part of the results is shown, so the mix of outcomes need not match the whole.

SMILES	HCV core dimer	ZTA DNA inh	PREPL inh	PP5 inh	Fh CTSL1 inh	TPT1 inh	PP1 inh	Efflux pump inh	EBNA-1 inh
CC(C)C[C@H](N)c1cn([C@@H](Cc2ccc(O)cc2)C(=O)N2CCNCC2)nn1	5	-13	2	3.2	-2	-1	-1	0.0	8
O=C1C2C3C=CC(C3)C2C(=O)N1c1cccnc1 (centres undefined)	-5	-4	5	-0.3	2	-3	-4	0.0	8
Cc1ccc(-c2nn3c(C)nnc3s2)cc1NC(=O)C(C)C	-2	2	-11	-0.1	-5	0	-6	0.0	4
COC(=O)c1c(N)sc(C(C)=O)c1C	-7	-11	14	2.1	1	-3	6	-0.3	1
O=C(O)c1ccc(Cl)c(S(=O)(=O)N2CCCC2)c1	-2	-2	28	-1.1	-8	0	-2	0.3	-11
Cc1cc(NCCO)c2ccccc2n1	-1	-4	2	2.4	4	-4	-6	0.1	1
COc1ccc(NS(=O)(=O)c2ccc3oc(SC(C)C(N)=O)nc3c2)cc1 (centres undefined)	-17	0	16	-0.5	0	0	-1	-0.1	-8
COCCOC(=O)c1c(C)oc2ccc(OCC=C(C)C)cc12	2	-8	-3	3.6	1	-2	2	-0.1	-3
Cn1c(CCC(=O)Nc2cc(S(C)(=O)=O)ccc2Cl)nc2cc(S(=O)(=O)N3CCOCC3)ccc21	3	-7	-5	2.6	-1	-6	0	-0.3	-2
COc1ccc(OC)c(NC(=O)CCCCCn2nnc3ccccc3c2=O)c1	-2	11	18	-1.7	0	-4	0	-0.1	14
CCC(C)NC(=O)COC(=O)c1ccc(Cl)cc1O (centres undefined)	2	7	-4	0.2	-1	-1	-1	-0.1	-3
O=C(COC(=O)CCSc1ccc(Cl)cc1)NCc1ccco1	1	13	4	-0.3	-24	1	1	-0.2	9
CN1C2CCC1CC(OC(c1ccccc1)c1ccccc1)C2 (centres undefined)	-1	-15	0	2.5	0	4	-1	0.1	-8
Oc1ccc(/C=N/Nc2ccc(C(F)(F)F)cn2)c(O)c1	-5	-1	9	4.1	3	4	4	0.0	-2
COc1ccccc1NCCC(=O)OCC(=O)NC1CCCCCC1	7	-4	12	0.0	-50	-3	-6	-9.9	0
CCOc1ccc(S(=O)(=O)N2CCC(C(=O)NCC3CCCO3)CC2)cc1Cl (centres undefined)	-3	15	-1	-4.8	3	0	-1	0.1	-6
CCOC(=O)C1CCN(CC(C)(C)NS(=O)(=O)c2ccc(C)cc2)CC1	-1	5	9	-1.1	-2	1	1	0.0	-8
COc1ccc(NS(=O)(=O)c2cccc(C(=O)NNC(=O)c3cc(S(N)(=O)=O)ccc3OC)c2)cc1	2	-6	-5	0.0	7	1	-1	0.0	-7
Nc1c(C(=O)Nc2ccc(S(=O)(=O)N3CCCC3)cc2)sc2nc3cc4c(cc3cc12)CCC4	29	-6	2	0.9	4	39*	-2	-0.1	-20
CSCCC(NC(=O)c1ccccc1)C(=O)NNC(=O)c1csc(N2CCOCC2)n1 (centres undefined)	1	5	15	2.4	1	1	-3	2.3	-10
Cc1ccc(CSCc2nnc(SCC(=O)N3CCN(c4ccccc4)CC3)n2C)cc1	10	-2	26	0.4	5	2	-1	0.0	-19
COc1cc(NC(=O)c2cc3ccccc3cc2OC)ccc1NC(=O)c1cccs1	11	-2	26	4.1	0	2	-1	0.1	4
CC1(C)Cc2c(C#N)c(N)n(-c3ccccc3)c(=S)c2CO1	4	0	-10	-1.0	-1	-2	-7	-0.1	-1
Cn1c(Cc2ccccc2)nnc1SCC(=O)Nc1ccccc1N1CCOCC1	3	-14	3	2.0	-2	-2	0	-0.1	-4
Cc1[nH]n(-c2ccccc2)c(=O)c1N=Nc1ccc2c(c1)OCO2	-2	2	-4	0.8	-1	0	-2	-0.1	7

Additional results
SMILES	HCV core dimer	ZTA DNA inh	PREPL inh	PP5 inh	Fh CTSL1 inh	TPT1 inh	PP1 inh	Efflux pump inh	EBNA-1 inh
CC1(C)Cc2cccc(OCC(=O)OCc3nnc(-c4ccccc4)o3)c2O1	·	7	1	1.1	·	·	-4	0.1	·
COC(=O)c1cc2nc(-c3ccc(OC)c(OC)c3)cc(C(F)(F)F)n2n1	-4	-13	-4	0.0	-4	-1	-1	0.2	-1
O=c1c2sc3nc(N4CCOCC4)c4c(c3c2ncn1CCc1ccccc1)CCCC4	7	11	9	3.1	-7	2	-8	0.6	-5
COc1ccc(CN2CCN(CC=C(C)C)C(CCO)C2)cc1Cn1cncn1 (centres undefined)	5	7	-7	1.4	0	-3	-5	-0.1	6
Cc1[nH]n(-c2ccccc2)c(=O)c1/C=N/O	-3	1	-3	1.0	-2	-1	0	0.1	-3
COc1cc(-c2nnc(SCc3cc(=O)oc4cc(C)ccc34)o2)cc(OC)c1OC	14	16	24	1.9	3	-2	6	0.2	7
COc1ccc(C(=O)COC(=O)c2ccc([N+](=O)[O-])s2)cc1OC	·	5	35	0.9	·	·	0	-0.1	·
Fc1ccccc1CSc1nnc(-c2cccs2)o1	0	-1	-10	2.4	-13	-2	4	0.0	1
CCCCn1c(N)c(N(CC)C(=O)CSCC(=O)Nc2ccc(OC)cc2)c(=O)[nH]c1=O	3	4	2	-0.5	3	-2	-1	0.0	-1
Cc1cc(Cl)ccc1OCC(=O)N1C(C)CCCC1C (centres undefined)	2	-10	5	3.4	-3	-2	4	0.1	-8
COc1cccc(-c2c(C#N)c(N)nc3c2c(C)nn3-c2ccccc2)c1O	5	21	12	4.5	5	6	3	0.1	9
CCCN1CCC(Oc2cccc(C(=O)NCCc3ccccc3)c2)CC1	-2	-6	10	3.7	2	0	-5	-0.1	-17
Cc1ccccc1OCC(=O)Nc1cccc(Cl)c1C	-14	3	-6	-2.7	-1	1	-16	0.0	5
CC(=O)c1cc(C#N)c(SCc2ccc(F)cc2)nc1C	0	-6	-1	-0.2	3	-1	0	-0.1	3
CCOc1ccccc1NC(=O)CN1CCC(NC(=O)Nc2ccccc2)CC1	1	-15	3	3.5	1	2	2	0.0	-15
CCOC(=O)C1CCN(C(=O)CN2C(=O)C(C(C)C)Oc3ccccc32)CC1 (centres undefined)	-12	13	17	0.2	-5	0	3	0.0	-18
O=C(CCSCc1ccc(Cl)cc1)NC1CCCC1	3	-9	-6	2.8	-6	-3	1	0.1	-1
CN(CC(=O)Nc1nc2ccccc2s1)S(=O)(=O)c1ccccc1	-3	-22	-20	3.0	-3	-1	1	-0.2	0
CN(/N=C/c1cc(Cl)cc(Cl)c1O)c1c(Cl)cccc1[N+](=O)[O-]	-4	0	14	1.1	3	-2	0	-0.2	-2
CC(C)SCCCCOc1ccc2ccccc2c1	-3	-8	1	0.6	-3	-1	-1	-0.2	8
CCC(=Nc1ccccc1O)C1=C(O)CC(c2ccccc2)CC1=O (centres undefined)	-5	-12	19	2.9	-1	-3	-2	-0.2	4
N=c1c2ccccc2nc2n1CCCCCCCCCCC2	-1	6	26	-0.6	-4	-3	1	0.1	-8
O=C(c1cc(-c2ccco2)nc2ccccc12)N1CCN(Cc2ccccc2)CC1	·	-8	16	1.6	·	·	-3	-0.2	·
Oc1c(Br)cc(/C=N/Nc2ccc(Cl)nn2)cc1Br	-23	-18	18	1.2	0	0	2	-2.6	-11
O=C(N1CCN(c2ccccc2)CC1)C12CC3CC(CC(C3)C1)C2	2	-33	25	-2.6	2	3	14	-0.1	-12

Remaining list, next part:
SMILES	HCV core dimer	ZTA DNA inh	PREPL inh	PP5 inh	Fh CTSL1 inh	TPT1 inh	PP1 inh	Efflux pump inh	EBNA-1 inh
CC(Oc1ccccc1)C(=O)NNC(=O)c1ccccn1 (centres undefined)	-2	2	-8	2.8	-5	-4	-2	-0.1	1
CC(=O)Oc1ccccc1/C=C/c1nc2ccccc2c(=O)o1	8	-11	-3	0.8	-19	0	-2	0.0	-9
COc1ccc(S(=O)(=O)N2CCCCCC2)cc1NC(=O)Cc1ccccc1F	6	-13	11	0.7	3	-1	5	0.0	-10
CCOC(=O)C[C@H]1c2ccccc2S(=O)(=O)N1c1ccccc1	-10	9	-2	-1.4	-3	-2	-2	-0.1	13
N#Cc1c(NC(=O)c2ccncc2)sc2c1CCC2	4	17	12	-1.5	0	6	3	-0.1	8
Cc1ccc(-c2cc(C(=O)Nc3nccs3)c3ccccc3n2)o1	33	5	10	-1.2	3	9	4	0.7	-11
O=C(Nc1c2c(nn1-c1ccc(F)cc1)CS(=O)C2)c1ccc2c(c1)OCO2 (centres undefined)	-1	10	7	3.6	0	-2	0	0.1	-12
CCC(C)NC(=O)C1CCN(S(=O)(=O)c2cccs2)CC1 (centres undefined)	4	-4	11	0.5	-1	-1	0	0.1	3
Cc1ccccc1NC(=O)N1CCCC1C(=O)NCc1cccs1 (centres undefined)	-7	-12	-5	0.1	-3	1	-3	0.0	-4
COc1cccc(NC(=O)Cc2cccs2)c1	-5	-6	0	1.6	-3	-5	2	0.1	-6
O=C(Nc1ccc(Cl)cc1)Nc1csc([N+](=O)[O-])c1	-8	-4	22	4.6	3	1	-1	0.1	0
COCCCn1c2nc3ccccc3nc2c2c(=O)n(Cc3ccc(Cl)cc3)cnc21	8	8	0	0.9	2	2	-3	0.2	12
CC1CCN(S(=O)(=O)c2ccc(NC(=O)C3CC3)cc2)CC1	9	6	2	-0.5	5	-1	-3	-0.6	1
CCCCOc1ccc(Cl)cc1Nc1nc(NCCO)nc(N2CCCC2)n1	-17	0	7	1.5	3	-2	-1	0.0	1
CC1CCN(c2ccc(C(=O)Nc3ccc4c(c3)OCO4)cc2[N+](=O)[O-])CC1	16	-14	8	4.7	-2	0	2	0.4	10
Cc1ccc2oc(C(=O)N3CCN(CCO)CC3)c(C)c2c1	0	-6	8	9.2	6	-1	2	0.0	-3
Cc1ccc2cc(CN(CC3CCCO3)C(=S)NCc3ccco3)c(=O)[nH]c2c1C (centres undefined)	2	-9	8	0.5	1	5	4	0.9	2
CCC(CO)NC(=O)c1cccc(S(=O)(=O)N2c3ccccc3CC2C)c1 (centres undefined)	-1	-8	17	0.3	1	1	-3	0.0	-10
CC(=O)Nc1ccc(S(=O)(=O)N2CCN(C(=O)c3ccccc3F)CC2)cc1	-2	-3	7	-2.8	-3	0	-2	-0.1	1
COc1ccc(-c2c(C)oc3c(CN4CCN(C)CC4)c(O)ccc3c2=O)cc1	0	7	4	-1.5	4	-2	-3	0.0	0
COc1ccc(CNc2cccc(C)n2)c(O)c1	8	21	3	-0.4	1	0	-4	-0.1	-2
CN(C)C(=O)CCc1nc2sc3c(c2c(=O)[nH]1)CCCC3	0	-5	5	-0.3	0	-2	-5	0.0	4
CCn1ncc(Cl)c1C(=O)Nc1cc(Cl)ccc1Cl	-5	-12	18	4.5	1	-1	0	0.2	3
O=C(NCCN1CCN(c2cccc(Cl)c2)CC1)c1ccc(CSc2nc3ccncc3[nH]2)cc1	-1	1	-11	3.0	-2	6	6	0.1	-12
CC(=O)N1N=C(c2ccc(C(C)(C)C)cc2)OC1(C)C	-6	-22	23	4.5	-2	0	-2	-0.2	2
CCCOc1ccc(CSc2n[nH]c(C)n2)cc1	-6	-1	22	0.9	4	-4	1	0.0	7
CCN(CC)c1ccc(/C=C/C(=O)c2cccnc2)cc1	21	6	37	1.1	-2	-1	-3	69*	-9

Part of the list above, set out differently:
Values in the order: HCV core dimer, ZTA DNA inh, PREPL inh, PP5 inh, Fh CTSL1 inh, TPT1 inh, PP1 inh, Efflux pump inh, EBNA-1 inh
COc1cccc(NC(=O)Cc2cccs2)c1
  -5, -6, 0, 1.6, -3, -5, 2, 0.1, -6
O=C(Nc1ccc(Cl)cc1)Nc1csc([N+](=O)[O-])c1
  -8, -4, 22, 4.6, 3, 1, -1, 0.1, 0
COCCCn1c2nc3ccccc3nc2c2c(=O)n(Cc3ccc(Cl)cc3)cnc21
  8, 8, 0, 0.9, 2, 2, -3, 0.2, 12
CC1CCN(S(=O)(=O)c2ccc(NC(=O)C3CC3)cc2)CC1
  9, 6, 2, -0.5, 5, -1, -3, -0.6, 1
